# INS-1E GSIS act = GLuc luminescence reporter in INS-1E cells, primary screen for activators of glucose-dependent secretion of insulin; activation, % at 16.6 µM; INS-1E GLuc reporter insulin secretion, 2-3 h; hit rate 0.61% among 370,000;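 active = lowest replicate activation of at least 40%, so every replicate reaches that level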;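 also: 0% = median of neutral control wells and 100% = median of IBMX positive control wells; some compounds called inactive have numbers as strong as hits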
# RAD52 inh = blocks human RAD52 DNA annealing. P43351. recombinant RAD52 DNA annealing, FRET fluorescence. inhibition, % at 18.7 µM. hit rate 0.46% among 360,000;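 active = every replicate showing at least 50% inhibition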
# XiGFP reactiv = X-chromosome reactivation activator; activation, % at 7.58 µM; hit rate 0.055% among 360,000; XiGFP mouse fibroblasts, % GFP-positive cells imaging, 3 d; cells co-treated with 5-aza-dC sensitizer; scaled so ellipticine positive control = 100%;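 active = mean normalized replicate activation at least 10% and every replicate at or above 10%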;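 also: 0% = median of on-plate neutral control wells and 100% = ellipticine 6 µM median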
#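 Material: XiGFP fibroblasts, SV40-immortalized; Buffer or medium: DMEM containing 5-aza-dC; Compound dosing: single point; Times: 3 days compound exposure.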
# CASP6 VEID inh = inhibitors of human caspase-6 | inhibition, % at 12.5 µM | hit rate 0.53% among 350,000 | purified caspase-6, Z-VEID-R110 cleavage fluorescence | P55212;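 active = mean inhibition across replicates at least about 35%, with every replicate also reaching that limit, limit read from the data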;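 also: 0% = median of neutral control wells and 100% = no fluorescence left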
# Target sequence (P55212 24-179 limits assumed): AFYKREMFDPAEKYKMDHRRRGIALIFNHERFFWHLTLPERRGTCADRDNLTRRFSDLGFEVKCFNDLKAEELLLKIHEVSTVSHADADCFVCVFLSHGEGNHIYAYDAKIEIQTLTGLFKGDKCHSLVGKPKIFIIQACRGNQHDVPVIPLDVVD
# Target sequence (P55212 194-293 limits assumed): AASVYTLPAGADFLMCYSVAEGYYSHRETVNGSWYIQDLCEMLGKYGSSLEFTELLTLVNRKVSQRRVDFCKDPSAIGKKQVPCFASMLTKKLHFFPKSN
# DENV2 CPE rescue = protects cells from dengue virus 2 cytopathic effect; DENV2-infected cells, cytopathic effect rescue, plate reader; CPE inhibition, % at 9.99 µM; hit rate 1.7% among 350,000; in the data active = CPE inhibition above about 20%, passing the limit was not always enough; tested in BHK-21 cells;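 also: 0% = median of neutral control wells and 100% = median of positive control wells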
# E-sel inducer = E-selectin induction on HUVECs; HUVEC E-selectin immunofluorescence imaging; normalized: neutral wells 0, TNF-alpha wells 100; AID 686992; activation, % at 7.58 µM; P16581; hit rate 0.37% among 260,000;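 active = mean E-selectin-positive cell signal at least 10% of the positive control, reached in at least 60% of replicates, without over 20% cell loss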;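 also: in these data hits start at about 27%; measured in HUVEC primary endothelial cells; signal is the percent of cells scored E-selectin positive by PE staining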
# Target sequence (P16581 whole entry, looked up): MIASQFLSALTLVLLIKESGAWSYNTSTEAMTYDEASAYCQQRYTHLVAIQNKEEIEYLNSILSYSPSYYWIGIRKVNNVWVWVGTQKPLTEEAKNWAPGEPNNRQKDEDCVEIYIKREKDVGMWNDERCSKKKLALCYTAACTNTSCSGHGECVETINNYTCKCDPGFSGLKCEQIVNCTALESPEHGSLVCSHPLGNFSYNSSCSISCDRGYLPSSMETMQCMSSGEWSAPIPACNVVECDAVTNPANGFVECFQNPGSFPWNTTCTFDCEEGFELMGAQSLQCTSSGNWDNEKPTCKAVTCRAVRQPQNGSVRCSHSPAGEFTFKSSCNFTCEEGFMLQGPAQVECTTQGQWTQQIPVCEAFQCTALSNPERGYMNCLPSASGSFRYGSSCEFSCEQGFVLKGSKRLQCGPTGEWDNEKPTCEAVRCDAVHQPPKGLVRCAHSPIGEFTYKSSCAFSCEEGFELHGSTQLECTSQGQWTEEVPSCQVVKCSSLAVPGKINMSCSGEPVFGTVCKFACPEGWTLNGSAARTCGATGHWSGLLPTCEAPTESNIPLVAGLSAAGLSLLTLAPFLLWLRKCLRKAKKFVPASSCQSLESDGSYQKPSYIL
#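 Assay system: HUVEC primary endothelial cells. Input: 3,000 HUVEC seeded per well. Doses: one compound dose added by pin transfer. Read-out basis: % PE-positive cells. Benchmarks: TNF-alpha high, DMSO low. Detection: immunofluorescence imaging. Buffer or medium: EGM-2, gelatin.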
# CFTR F508del cor = CFTR F508del correction in bronchial cells | CFBE cells, YFP halide quenching; stimulated with forskolin plus potentiator P3; % fluorescence drop versus neutral controls | activity (quench increase), % at 7.58 µM | hit rate 0.36% among 350,000;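 active = mean added fluorescence quench of at least 8% versus neutral control, with both replicates also reaching 8%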;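 also: cells transiently co-express mutant CFTR-F508del with the halide-sensitive YFP; corrector assay measuring rescue of mutant channel to the surface after 24 h compound exposure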
# RAD54 branch = blocks human RAD54 Holliday junction branch migration. hit rate 0.14% among 360,000. inhibition, % at 10.4 µM. Q92698. AID 602329. FAM/BHQ fluorescence;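 active = mean normalized replicate activity at least 40 and at least half of replicates scoring 40 or more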;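 also: 0% = median of neutral control wells and 100% = median of positive control wells; inhibitors cause a drop in the FAM fluorescence signal; in these data hits start at about 50%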
# * = called active by the depositor; . = not tested or not shown.
SMILES,INS-1E GSIS act,RAD52 inh,XiGFP reactiv,CASP6 VEID inh,DENV2 CPE rescue,E-sel inducer,CFTR F508del cor,RAD54 branch
O=C(C[C@H]1C[C@@H]2c3cc(NC(=O)c4ccc5c(c4)OCO5)ccc3O[C@@H]2[C@@H](CO)O1)NCc1ccc(Oc2ccccc2)cc1,-4,-6,0.1,0,-4,0.0,0.5,1
COc1ccc(/C=C2\Oc3cc(OC(=O)N4CCOCC4)ccc3C2=O)cc1,5,-17,0.0,5,-2,0.8,-23,.
O=C(O)/C=C/c1cn(-c2ccccc2)nc1-c1ccccc1,10,-21,0.1,1,8,-0.1,-4.3,0
CC(C)(C)NC(=O)C[C@H]1C[C@H](C(=O)N2CCOCC2)[C@@]2(C)c3[nH]c4ccc(Cl)cc4c3CCN2C1=O,-9,-3,0.0,2,4,-0.2,-2.4,-3
Cc1[nH]c2ccccc2c1C(C[N+](=O)[O-])c1cccc(O)c1 (configuration not stated),-33,-42,0.0,.,10,0.1,-1.2,.
COc1ccc(C(O)P(=O)(OCc2ccccc2)c2ccc(N(C)C)cc2)cc1 (configuration not stated),.,-10,0.0,1,-6,-0.1,0.8,-2
O=C(CCn1c(=S)[nH]c2ccccc2c1=O)N1CCCCC1,2,-10,0.0,0,0,-0.7,0.2,8
C[C@@H]1CN([C@H](C)CO)C(=O)c2c(c3ccccc3n2C)-c2ccccc2CO[C@@H]1CN(C)Cc1cccnc1,-3,13,0.5,3,7,2.2,1.4,0
Cc1ccccc1CN1[C@@H](Cc2ccccc2)COCCS1(=O)=O,-12,.,0.1,.,.,1.1,2.5,6
O=C(/C=C/c1cccc(Cl)c1)c1ccc([N+](=O)[O-])o1,-25,-23,3.7,4,.,-0.1,-6.2,7
CCC(C)c1ccccc1N1CC(C(=O)Nc2cc(S(=O)(=O)N3CCOCC3)ccc2OC)CC1=O (configuration not stated),13,-12,0.3,-5,6,.,2.9,-19
CC(C)OCCCNC(=O)Cc1ccc(F)cc1,-3,0,0.3,3,9,.,-1.3,6
CC(=O)Nc1c(O)nc(C)[nH]c1=O,8,-5,0.1,-1,3,.,0.7,.
CC(=O)N(C)C[C@H]1Oc2ncc(/C=C/c3ccccc3)cc2C(=O)N([C@@H](C)CO)C[C@H]1C,8,9,0.2,2,-1,0.0,1.2,4
O=C(C[C@H]1CC[C@H]2[C@@H](COC[C@@H](O)CN2Cc2ccccc2F)O1)NC1CCC1,5,1,0.7,0,4,0.0,0.5,2
CN1CCN(C(=O)C23CC4CC(C)(CC(C)(C4)C2)C3)CC1,17,2,-0.1,0,1,0.0,2.0,-3
C[C@@H]1CN([C@H](C)CO)C(=O)Cc2cc(NS(=O)(=O)c3ccccc3)ccc2O[C@@H]1CN(C)Cc1ccc(C(F)(F)F)cc1,9,13,0.3,1,7,47*,1.8,2
O=C(CC(c1ccccc1)c1ccccc1)Nc1ccncc1,-7,-17,-0.1,13,-4,-0.3,-3.7,-3
O=S(=O)(c1ccc(Cl)cc1)N1CCNCC1,6,-4,-0.4,-3,-4,2.1,0.1,.
COCCSc1nnc(NC(=O)c2ccco2)s1,9,12,0.0,-7,4,0.2,-0.1,-4
C[C@@H]1CN([C@H](C)CO)C(=O)c2cc(C3=CCCCC3)cnc2O[C@H]1CN(C)C(=O)c1cccnc1,-6,1,-0.9,2,-12,-0.4,-1.5,5
O=C(Nc1nccs1)[C@H]1[C@H](CO)[C@H]2Cn3c(cccc3=O)[C@H]2N1C(=O)C1CC1,18,1,0.0,0,5,0.0,.,-13
COCC(=O)N1C[C@H](C)[C@@H](OC)CN(C)C(=O)c2ccc(NC(=O)NC(C)C)cc2OC[C@H]1C,8,7,-0.4,1,3,-0.1,2.4,-4
O=C(C[C@@H]1CC[C@@H](NC(=O)NC2CCCC2)[C@@H](CO)O1)NCc1ccc(F)cc1,-3,5,-0.2,-2,13,0.0,0.4,0
C[C@H]1CCCCO[C@H](CN(C)S(=O)(=O)c2ccc(F)cc2)[C@@H](C)CN([C@@H](C)CO)C(=O)c2cc(NC(=O)CCC(F)(F)F)ccc2O1,-16,.,0.1,.,.,.,0.3,0
# The listing continues.
SMILES,INS-1E GSIS act,RAD52 inh,XiGFP reactiv,CASP6 VEID inh,DENV2 CPE rescue,E-sel inducer,CFTR F508del cor,RAD54 branch
C[C@H]1CN([C@@H](C)CO)C(=O)c2c(c3ccccc3n2C)-c2ccccc2CO[C@H]1CN(C)C(=O)c1ccncc1,22,-1,0.5,-1,-2,-0.5,0.1,5
CCSc1nnc(CNC(=O)c2ccccc2F)n1-c1ccccc1OC,2,2,0.0,4,6,.,-2.4,-4
COc1ccc(CN(C)C[C@H]2OCCCC[C@@H](C)Oc3ccc(NC(=O)c4ccncc4)cc3C(=O)N([C@H](C)CO)C[C@H]2C)cc1,1,13,0.0,2,1,0.1,0.1,8
O=C(Nc1ccc(S(=O)(=O)C(F)F)cc1)c1ccc2c(=O)n3c(nc2c1)CCC3,2,6,0.2,1,-5,11,-0.5,.
CC=Cc1ccc2n(c1=O)C[C@@H]1[C@@H](CO)[C@H](C(=O)NCC)N(Cc3cccc(F)c3)[C@H]21 (mixture of isomers),-5,-19,0.2,1,8,0.0,-1.0,0
O=C(C[C@H]1C[C@@H]2c3cc(NC(=O)C4CCOCC4)ccc3O[C@@H]2[C@H](CO)O1)NCc1ccccn1,2,6,0.0,0,10,0.5,-1.9,7
COc1ccc(NC(=O)Nc2cccc3c2O[C@H](CN(C)Cc2ccncc2)[C@@H](C)CN([C@@H](C)CO)C3=O)cc1,4,0,0.2,-1,.,.,0.1,2
O=C(c1ccoc1)N1CCN(c2cc(-c3ccccc3)nc3cc(-c4ccc(Br)cc4)nn23)CC1,-2,-11,0.2,-2,-1,0.4,3.3,-5
COc1cccc(-c2nnc(NC(=O)c3ccc(Cl)s3)o2)c1,1,-13,-0.1,-2,-1,0.3,3.2,4
COc1ccc(C(=O)O)cc1S(=O)(=O)Nc1ccccc1C(=O)NCc1ccc2c(c1)OCO2,13,-20,0.0,22,-8,.,0.1,-1
O=S1(=O)CC(c2ccccc2)=NN=C(c2ccccc2)C1,.,8,0.3,-3,-2,0.2,2.1,.
COc1ccc(S(=O)(=O)N(C)C[C@@H]2Oc3c(NC(=O)Nc4ccc5c(c4)OCO5)cccc3C(=O)N([C@H](C)CO)C[C@@H]2C)cc1,4,-1,-0.1,-1,-11,0.8,-3.4,1
Cc1cccc(C)c1OCC(O)CN1CCc2ccccc2C1 (configuration not stated),11,-15,0.0,-1,-1,.,-0.7,.
C[C@@H]1CN([C@H](C)CO)S(=O)(=O)c2ccc(-c3cncnc3)cc2O[C@H]1CN(C)Cc1ccccc1,0,5,-0.8,3,-1,0.0,-0.3,-8
O=C(C[C@@H]1C[C@@H]2c3cc(NS(=O)(=O)c4ccccc4)ccc3O[C@@H]2[C@H](CO)O1)NC1CCCC1,1,-2,0.0,2,-4,0.1,-1.4,0
C[C@@H]1CN([C@@H](C)CO)C(=O)c2cccc(NC(=O)Nc3ccc(C(F)(F)F)cc3)c2O[C@@H]1CN(C)Cc1ccc(Oc2ccccc2)cc1,-5,33,-0.5,3,0,.,1.9,-17
CC(C)C#Cc1ccc([C@@H]2[C@H]3CN(S(=O)(=O)Cc4ccccc4)CCCCN3[C@H]2CO)cc1,-23,-3,0.3,-1,2,0.3,-1.0,1
COc1ccc(-c2csc(-c3ccc(O)cc3)n2)cc1,-5,-2,3.4,4,1,1.6,-2.5,.
Cc1cccc(C(=O)NC2CC3CCCC(C2)N3C(=O)Nc2ccccc2)c1 (configuration not stated),-14,-37,0.1,-2,2,.,-0.4,2
COc1ccc(N(CC(=O)Nc2ccc3c(c2)OCO3)S(=O)(=O)c2ccccc2)cc1,2,-5,0.0,-2,19,-0.6,3.5,3
O=C(Nc1cc(Cl)ccc1Cl)C1Cc2ccccc2O/C1=N\O (configuration not stated),-21,1,0.2,4,2,.,0.5,3
COc1ccc(S(=O)(=O)N(C)C[C@@H]2Oc3ccc(NS(=O)(=O)c4ccccc4)cc3C(=O)N([C@@H](C)CO)C[C@@H]2C)cc1,-3,.,-1.1,.,.,-0.4,-2.1,-5
CCOC(=O)C1=CCN(S(=O)(=O)c2ccc(Cl)cc2)C1c1ccccc1 (configuration not stated),-20,0,0.0,3,2,0.1,-0.4,0
O=C(O)c1cccc(-n2c(/C=C/c3ccccc3)nc3ccccc3c2=O)c1,-8,-11,0.0,-3,-3,0.1,-0.1,-6
O=C(CCCCCNC(=O)N1CCn2c1nc1ccccc12)NCc1ccc(Cl)cc1,-39,-6,0.2,3,8,.,1.3,3

# 4 compounds drawn at random from the list so far:
SMILES,INS-1E GSIS act,RAD52 inh,XiGFP reactiv,CASP6 VEID inh,DENV2 CPE rescue,E-sel inducer,CFTR F508del cor,RAD54 branch
C[C@@H]1CN([C@H](C)CO)S(=O)(=O)c2ccc(-c3cncnc3)cc2O[C@H]1CN(C)Cc1ccccc1,0,5,-0.8,3,-1,0.0,-0.3,-8
C[C@H]1CN([C@@H](C)CO)C(=O)c2c(c3ccccc3n2C)-c2ccccc2CO[C@H]1CN(C)C(=O)c1ccncc1,22,-1,0.5,-1,-2,-0.5,0.1,5
CCC(C)c1ccccc1N1CC(C(=O)Nc2cc(S(=O)(=O)N3CCOCC3)ccc2OC)CC1=O (configuration not stated),13,-12,0.3,-5,6,.,2.9,-19
Cc1ccccc1CN1[C@@H](Cc2ccccc2)COCCS1(=O)=O,-12,.,0.1,.,.,1.1,2.5,6

# Following part
SMILES,INS-1E GSIS act,RAD52 inh,XiGFP reactiv,CASP6 VEID inh,DENV2 CPE rescue,E-sel inducer,CFTR F508del cor,RAD54 branch
NC(=O)c1c(NC(=O)c2ccc(F)cc2Cl)sc2c1CCC2,-1,-11,0.1,-3,-3,.,4.9,-5
COc1ccc2c3c(n(C)c2c1)[C@@H](CO)N(Cc1ccccc1OC)CC31CN(C(=O)C2CC2)C1,-5,.,0.5,.,-1,-0.4,-3.6,.
Cc1cc(C(=O)OCC(=O)NCc2ccccc2)c2ccccc2n1,67*,-13,-0.1,1,0,.,-3.0,12
CCOC(=O)C1=CCC(c2ccccc2)N(S(=O)(=O)c2ccc(C)cc2)[C@H]1CC (some centres not stated),3,-7,0.0,0,-8,-0.3,-1.7,.
CCN(CC)CCCN=C(C)C1=C(O)c2ccccc2C1=O,-4,-6,0.0,-9,10,-0.2,0.1,10
O=C(NCC[C@@H]1CC[C@H](NC(=O)C2CC2)[C@@H](CO)O1)Nc1ccc(Cl)cc1,-13,5,0.0,1,-3,-0.4,-0.7,5
COc1ccc(CN2C(=O)c3cccnc3C2=O)cc1S(=O)(=O)N1CCCC(C)C1 (configuration not stated),7,-12,0.3,1,-3,.,-0.5,-6
c1ccc(-c2ccccc2OCCCN2CCCCCC2)cc1,-11,24,0.2,-81,12,-8.8,6.1,4
Cc1ccc(N2C(=O)c3cccc4c(C(=O)O)ccc(c34)C2=O)cc1,3,-9,0.0,-1,7,11,-0.2,.
CCC(C)c1ccc(NC(=O)c2c([N+](=O)[O-])cnn2CC)cc1 (configuration not stated),-16,-8,0.3,1,3,0.6,-6.0,-8
O=C(c1ccccc1)N1CCN(c2n[nH]c(=O)[nH]c2=O)CC1,1,-15,0.0,-9,1,-0.5,-1.2,.
O=S(=O)(Cc1ccccc1)N1CCCCN2[C@@H](CO)[C@@H](c3ccc(-c4cncnc4)cc3)[C@@H]2C1,-12,5,-0.1,-2,-2,0.0,2.2,2
Cc1cc(C)c(C(=O)Nc2ccc(S(=O)(=O)Nc3onc(C)c3C)cc2)c(C)c1,-1,-3,0.0,12,9,.,-3.8,-4
CCc1cc(=O)oc2cc(OCC(=O)NCc3ccccn3)ccc12,13,-8,0.0,1,7,.,1.7,-7
C[C@@H]1CN([C@@H](C)CO)C(=O)c2cccc(NC(=O)c3cnccn3)c2O[C@H]1CN(C)CC1CC1,13,-18,0.0,0,-1,-17,-0.8,7

# From PubChem
